Rin1-Abl PPI inh: blocks binding of human Rin1 to Abl; P00519+Q13671; TR-FRET Rin1/Abl binding, biochemical; inhibition, % at 7.35 µM; 360,000 compounds, 0.4% hits; in the data active = inhibition above about 5%, passing the limit was not always enough
MT1-MMP act inh: inhibitors of human MT1-MMP activation; P50281; HT1080 RFP-PRO-GFP cells, GFP/RFP ratio fluorescence, overnight; percent of plate control window, DMSO zero; GFP/RFP ratio change, % at 20 µM; 360,000 compounds, 0.061% hits; AID 651647;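 active = GFP/RFP ratio change of at least 30% with cell ATP level not reduced by more than half and red fluorescence within 50% of control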; note: strong numbers were not always called active
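Assay system: HT1080 RFP-PRO-GFP cells | Dosing: 20 µM single dose, 1% DMSO | Incubation: Cells overnight before dosing, compound overnight, 37 °C, 5% CO2 | Evaluation: GFP/RFP fluorescence ratio | Control set: DMSO-only wells and HT1080 RFP-L50D-GFP cell wells as references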
SKN-1 inh: inhibitors of C. elegans SKN-1; C. elegans VP596 Pgst-4::GFP/RFP ratio, acrylamide-induced, 24 h; inhibition, % at 21.8 µM; 360,000 compounds, 0.49% hits;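 active = interference check ratio from 0.5 to 1.5 plus GFP to RFP signal ratio inhibition reaching or exceeding a fixed threshold, cut at about 30% in these data, passing the limit was not always enough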; note: some compounds called inactive have numbers as strong as hits
FAS-TE inh: FAS thioesterase (human) inhibition | P49327 | recombinant FAS-TE, OMFH fluorogenic substrate, fluorescence endpoint | 360,000 compounds, 0.67% hits | AID 602261 | inhibition, % at 15 µM;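 active = compounds whose normalised, plate-corrected inhibition of enzyme fluorescence in the single-dose primary screen is 50% or more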;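 note: 0% = DMSO with enzyme and 100% = substrate without enzyme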
NadD inh: inhibitors of Staphylococcus aureus NadD. inhibition, % at 20 µM. AID 602399. 360,000 compounds, 0.78% hits. purified NadD enzyme, colorimetric absorbance read-out; in the data active = inhibition above about 26%; note: some compounds past the cut are filed as inactive
CSN inh: CSN deneddylation inhibition. AID 651999. inhibition, % at 12.5 µM. Purified CSN, SCF-Nedd8-OG deneddylation, fluorescence polarization. 360,000 compounds, 0.38% hits. Q92905;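 active = pattern-corrected inhibition above about 35%, with an unprinted fluorescence ratio check between 0.5 and 1.5, limit read from the data, passing the limit was not always enough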;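 note: 0% = enzyme with substrate and 100% = substrate without enzyme; some results filed as inactive read as strong as hits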
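Assay system: Purified human Csn5 enzyme expressed in HEK293T cells | Amount: Enzyme 0.24 nM | Measured by: Fluorescence polarization readout | Medium: Tris/NaCl/DTT buffer, pH 7.5 | Compound dosing: One concentration, 12.5 µM, 0.25% DMSO | Times: 90 min incubation of compound, enzyme and substrate at room temperature | Control set: no-enzyme wells high, enzyme-with-substrate wells low | Read-out: % inhibition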
PABP1 MLLE inh: inhibitors of microRNA-mediated deadenylation, human PABP1 MLLE binding. P11940. GST-MLLE / FITC-PAM2 fluorescence polarization. inhibition, % at 20 µM. 360,000 compounds, 0.36% hits; in the data active = inhibition above about 35%, passing the limit was not always enough;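 note: plate controls were DMSO wells with GST-MLLE for no effect and wells lacking GST-MLLE protein for full effect; some results filed as inactive read as strong as hits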
Target sequence (P11940 whole entry, looked up): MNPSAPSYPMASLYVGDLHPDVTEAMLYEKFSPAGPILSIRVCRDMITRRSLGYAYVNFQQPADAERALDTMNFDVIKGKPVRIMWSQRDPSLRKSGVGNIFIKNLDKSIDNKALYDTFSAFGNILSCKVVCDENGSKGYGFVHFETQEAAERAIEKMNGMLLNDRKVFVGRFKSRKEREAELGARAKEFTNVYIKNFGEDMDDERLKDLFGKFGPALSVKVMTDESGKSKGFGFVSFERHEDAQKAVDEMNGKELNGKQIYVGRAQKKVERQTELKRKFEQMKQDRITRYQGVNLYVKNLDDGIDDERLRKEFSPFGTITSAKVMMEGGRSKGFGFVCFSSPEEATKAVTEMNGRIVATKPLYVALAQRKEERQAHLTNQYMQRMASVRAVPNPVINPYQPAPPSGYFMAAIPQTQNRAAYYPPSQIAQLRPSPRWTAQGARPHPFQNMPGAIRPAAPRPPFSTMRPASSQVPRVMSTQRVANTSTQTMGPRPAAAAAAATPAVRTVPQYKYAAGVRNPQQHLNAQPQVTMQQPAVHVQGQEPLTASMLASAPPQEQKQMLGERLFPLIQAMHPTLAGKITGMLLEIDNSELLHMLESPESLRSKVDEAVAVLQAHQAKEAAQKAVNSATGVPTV
Neddylation inh: cullin neddylation inhibition. P61081+Q13564. TR-FRET cullin neddylation, biochemical. calls only at 25 µM. 360,000 compounds, 0.58% hits. AID 651699; in the data active = inhibition above about 36%
Rpn11 block: blocks the human proteasome subunit Rpn11; human 26S proteasome, Ub4-pepOG fluorescence polarization; 20S core pre-blocked with epoxomicin; calls only at 20 µM; 360,000 compounds, 0.59% hits; AID 588493;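 active = inhibition at 20 µM, scaled to each plate's controls, above about 33%, limit read from the data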
Target sequence (O00487 whole entry, looked up): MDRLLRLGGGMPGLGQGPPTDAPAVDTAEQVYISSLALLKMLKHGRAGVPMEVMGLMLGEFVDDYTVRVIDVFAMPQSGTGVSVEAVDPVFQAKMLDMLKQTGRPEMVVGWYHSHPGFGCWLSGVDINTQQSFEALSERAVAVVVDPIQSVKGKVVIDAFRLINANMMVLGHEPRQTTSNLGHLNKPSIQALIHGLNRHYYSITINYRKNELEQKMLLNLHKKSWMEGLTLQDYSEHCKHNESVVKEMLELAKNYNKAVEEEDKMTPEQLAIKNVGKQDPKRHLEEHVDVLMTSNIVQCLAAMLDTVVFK
* marks the source's active call; other numbers are inactive results; i = inactive; . = not tested or not shown; + = active, no number. Hits appear at their usual frequency; overall some 3.9% were active at least once.

1. CCOCCCNC(=O)C(c1ccc(OC)cc1)N(Cc1cccs1)C(=O)c1ccccc1O (configuration not stated)
2. COc1ccc(NC(=O)COC(=O)C2CC(=O)N(c3ccc(C)cc3)C2)cc1 (configuration not stated)
3. O=c1cc(N2CCN(c3ccc(F)cc3)CC2)[nH]c(=O)n1C1CCCCC1
4. COc1ccc(CC(=O)N2CCN(S(=O)(=O)c3ccc(Cl)s3)CC2)cc1
5. COCCN(C(=O)c1cccc(N2C(=O)CCC2=O)c1)c1nc(-c2ccc([N+](=O)[O-])cc2)cs1
6. COc1ccccc1N1CCN(C(=O)CCc2nnc3ccc(N4CCOCC4)nn23)CC1
7. CCS(=O)(=O)c1nc(S(=O)(=O)c2ccc(Cl)cc2)c(NCc2ccccn2)s1
8. O=c1[nH]c(SCc2ccc(Cl)cc2)nc2[nH]ncc12
Screen / compound no.	1	2	3	4	5	6	7	8
Rin1-Abl PPI inh	1	2	1	3	-1	3	3	2
MT1-MMP act inh	0	1	-1	0	-10	1	-4	4
SKN-1 inh	3	2	-8	2	12	2	-5	4
FAS-TE inh	-5	-3	-5	3	18	-7	6	-14
NadD inh	-6	-2	-4	-1	-5	2	-8	2
CSN inh	0	-5	4	1	-1	1	0	6
PABP1 MLLE inh	10	-12	12	-9	18	-7	6	12
Neddylation inh	i	i	i	i	i	i	i	i
Rpn11 block	i	i	i	i	i	i	i	i

9. CN(CC(=O)Nc1ccccc1Cl)C(=O)COC(=O)c1ccc(C(F)(F)F)cc1
10. COc1ccccc1C1=NNC(=Nc2cccc(S(=O)(=O)N(C)C)c2)SC1
11. CCOc1ccc(CNC(=O)C2CCCN(c3nnc(C)c4c(C)n(-c5ccccc5)nc34)C2)cc1 (configuration not stated)
12. OCCN1CCN(C2CCC(c3ccc(F)cc3)c3ccc(F)cc32)CC1 (configuration not stated)
13. Cc1nn(-c2ccccc2)c(NC(=O)C(C)C)c(-c2ccccc2)c1=O
14. O=C(CCNC(=O)N1CC(=O)Nc2ccccc21)NCCc1ccc(Cl)cc1
15. CC(=O)Nc1ccc(OCC(O)CN2CCN(c3ccc(Cl)cc3)CC2)cc1 (configuration not stated)
16. COc1ccc(CNC(=O)C[C@H]2C[C@H](C(=O)N3CCCCC3)[C@@]3(CCc4ccccc4)c4[nH]c5cc(-c6ccco6)ccc5c4CCN3C2=O)cc1OC
Screen / compound no.	9	10	11	12	13	14	15	16
Rin1-Abl PPI inh	3	4	20*	1	0	-2	-1	2
MT1-MMP act inh	2	-16	-4	3	3	0	3	-9
SKN-1 inh	-31	-9	16	32	6	-8	19	7
FAS-TE inh	3	-142	-2	5	-9	-3	-4	39
NadD inh	0	13	6	-1	-8	-3	3	12
CSN inh	-5	5	1	5	2	0	3	14
PABP1 MLLE inh	-6	-76	-12	12	6	2	7	-65
Neddylation inh	i	i	.	i	i	i	i	i
Rpn11 block	i	i	i	i	i	i	i	+

An excerpt of these results, with two lines to a compound:
Values run as follows: Rin1-Abl PPI inh | MT1-MMP act inh | SKN-1 inh | FAS-TE inh | NadD inh | CSN inh | PABP1 MLLE inh | Neddylation inh | Rpn11 block
9	CN(CC(=O)Nc1ccccc1Cl)C(=O)COC(=O)c1ccc(C(F)(F)F)cc1
    3 | 2 | -31 | 3 | 0 | -5 | -6 | i | i
13	Cc1nn(-c2ccccc2)c(NC(=O)C(C)C)c(-c2ccccc2)c1=O
    0 | 3 | 6 | -9 | -8 | 2 | 6 | i | i

Additional entries
17. CCOC(=O)Cc1csc(NC(=O)CSc2nc(C)cc(=O)[nH]2)n1
18. Cc1ccc(C(=O)Nc2nnn(C)n2)cc1
19. CCSC1=N/C(=C\c2cccnc2)C(=O)N1c1ccccc1
20. CC(C)(C)C1(O)CC(C(F)(F)F)=NN1C(=O)CCc1ccccc1 (configuration not stated)
21. COC(C[C@@H](O)[C@H](C)[C@H](O)COCc1ccccc1)OC
22. O=C(Cn1c2c(c(-c3ccccc3Cl)cc1=O)CCC2)NCC1CCCO1 (configuration not stated)
23. CN(Cc1ccccc1)C(=O)C1CCN(S(=O)(=O)c2cccc3nonc23)CC1
24. Cc1ccoc1C(=O)NCCNc1ccc(Cl)cc1[N+](=O)[O-]
Screen / compound no.	17	18	19	20	21	22	23	24
Rin1-Abl PPI inh	1	4	0	-2	2	-3	-3	-9
MT1-MMP act inh	-5	-2	0	-1	-2	-3	-6	9
SKN-1 inh	24	2	9	14	18	0	17	19
FAS-TE inh	-21	-8	-3	14	-9	-4	2	7
NadD inh	-4	-1	-5	-3	-6	3	-15	-2
CSN inh	-1	5	-4	2	0	1	3	-8
PABP1 MLLE inh	28	-1	0	-13	6	0	2	-2
Neddylation inh	i	i	i	i	i	i	i	i
Rpn11 block	i	i	i	i	i	i	i	i

25. COc1ccc(CC(NC(C)=O)C(=O)NC2CCN(c3ncccc3[N+](=O)[O-])CC2)cc1 (configuration not stated)
26. Fc1cccc(Cl)c1CNCc1cccnc1
27. COc1ccc(CNC(=O)C(OC(=O)c2ccco2)c2ccc(OC)cc2)cc1 (configuration not stated)
28. O=C(CSc1ncnc2c1cnn2-c1ccccc1)NC1CCCC1
29. Cc1ccc(S(=O)(=O)NCC(=O)Nc2ccc3c(c2)OCCO3)cc1
30. CCOC(=O)C1(C)CCN1C(=O)c1ccc(C(=O)OC)cc1 (configuration not stated)
31. CCc1ccc(C(C(=O)NC2CCCC2)N(C(=O)c2csnn2)C2CC2)cc1 (configuration not stated)
32. CCOC(=O)N1CCN(C(=O)CSC2=NS(=O)(=O)c3ccccc3N2)CC1
Screen / compound no.	25	26	27	28	29	30	31	32
Rin1-Abl PPI inh	0	-1	0	4	-2	3	-1	1
MT1-MMP act inh	1	0	4	1	1	0	-4	-6
SKN-1 inh	-1	4	-22	13	-9	-5	6	-7
FAS-TE inh	-9	-4	5	61*	-3	-7	0	-6
NadD inh	7	9	-1	-1	-2	7	-2	1
CSN inh	7	-5	2	2	-4	-2	-3	-1
PABP1 MLLE inh	-6	17	1	-11	-3	0	8	15
Neddylation inh	i	i	i	i	i	i	i	i
Rpn11 block	i	i	i	i	i	i	i	i

Profiles from above:
`COc1ccc(CNC(=O)C(OC(=O)c2ccco2)c2ccc(OC)cc2)cc1` (configuration not stated) in the list: Rin1-Abl PPI inh = 0; MT1-MMP act inh = 4; SKN-1 inh = -22; FAS-TE inh = 5; NadD inh = -1; CSN inh = 2; PABP1 MLLE inh = 1; Neddylation inh = i; Rpn11 block = i
`Cc1ccc(S(=O)(=O)NCC(=O)Nc2ccc3c(c2)OCCO3)cc1` in the list: Rin1-Abl PPI inh = -2; MT1-MMP act inh = 1; SKN-1 inh = -9; FAS-TE inh = -3; NadD inh = -2; CSN inh = -4; PABP1 MLLE inh = -3; Neddylation inh = i; Rpn11 block = i
`Fc1cccc(Cl)c1CNCc1cccnc1` in the list: Rin1-Abl PPI inh = -1; MT1-MMP act inh = 0; SKN-1 inh = 4; FAS-TE inh = -4; NadD inh = 9; CSN inh = -5; PABP1 MLLE inh = 17; Neddylation inh = i; Rpn11 block = i

(further entries)
33. COc1ccc(-c2noc(CCCC(=O)Nc3ccc(C(N)=O)cc3)n2)cc1OC
34. O=C(O)c1ccccc1Nc1ccccc1C(=O)O
35. COc1cc(C(=O)N2CCN(C/C=C/c3ccccc3)CC2)cc(OC)c1OC
36. CCCCS(=O)CC(CS(=O)CCCC)OC(=O)c1ccccc1 (configuration not stated)
37. COc1cc(C)c(Cl)cc1S(=O)(=O)NCc1ccccn1
38. COc1ccccc1NC(=O)C1CC(C(C)C)OC1=O (configuration not stated)
39. COc1ccc(NC(=O)N(Cc2cc3cc(OC)c(OC)cc3[nH]c2=O)CC2CCCO2)cc1 (configuration not stated)
40. CC1(C)N=C(N)N=C(N)N1c1ccccc1
Screen / compound no.	33	34	35	36	37	38	39	40
Rin1-Abl PPI inh	4	-3	5	3	-1	1	1	0
MT1-MMP act inh	9	9	1	-2	1	1	0	4
SKN-1 inh	16	-11	-5	-18	19	0	4	-5
FAS-TE inh	-3	-3	-6	-11	-3	-5	-5	-4
NadD inh	-1	-3	-3	0	2	5	12	6
CSN inh	5	1	-2	-1	-2	3	-3	-6
PABP1 MLLE inh	7	2	1	-2	12	-9	2	3
Neddylation inh	i	i	i	i	i	i	i	i
Rpn11 block	i	i	i	i	i	i	i	i

41. COc1cccc(C(=O)N/N=C(\C)c2cccc(NC(=O)c3ccc(F)cc3)c2)c1OC
42. CC(C)(C)OC(=O)N[C@@H](Cc1ccccc1)[C@H](O)c1ccco1
43. Cc1ccc(C(=O)NCCCC(=O)O)o1
44. Cc1occc1-c1nnc(SCC(=O)NCCc2ccccc2)o1
45. CCOC(=O)C1C(=O)C=C(/C=C/c2ccccc2)CC1c1ccc(Cl)cc1 (configuration not stated)
46. COc1ccc(C(=O)NCC2(c3ccc(OC)c(OC)c3)CCCC2)c(OC)c1
47. CC(C)CN(C(=O)COC(=O)c1cccs1)c1c(N)n(Cc2ccccc2)c(=O)[nH]c1=O
48. O=C(CN1CCN(Cc2ccc(Cl)cc2)CC1)N/N=C/c1c[nH]c2ccccc12
Screen / compound no.	41	42	43	44	45	46	47	48
Rin1-Abl PPI inh	1	1	3	4	2	1	0	-1
MT1-MMP act inh	2	7	-3	8	0	-2	-10	0
SKN-1 inh	-5	4	14	-6	18	3	-3	-12
FAS-TE inh	2	2	-8	-4	29	12	-9	-6
NadD inh	2	-1	-1	2	-6	-1	0	-1
CSN inh	-4	-4	-4	-7	3	4	-1	-1
PABP1 MLLE inh	-1	0	10	-3	4	11	-5	11
Neddylation inh	i	i	i	i	i	i	i	i
Rpn11 block	i	i	i	i	i	i	i	i

49. Cc1ccc(S(=O)(=O)c2nc(NCCN(C)C)sc2Cl)cc1
50. O=C(NCC1CC1)C1Cc2c(-c3cccc(F)c3)ccnc2O1 (configuration not stated)
51. O=C(Nc1cccc(C(F)(F)F)c1)C(Sc1ncnc2ccccc12)c1ccccc1 (configuration not stated)
52. COc1ccc(C(CNC(=O)c2ccc(-c3ccccc3Cl)o2)N2CCCC2)cc1 (configuration not stated)
Screen / compound no.	49	50	51	52
Rin1-Abl PPI inh	-2	-5	-2	-2
MT1-MMP act inh	1	1	-10	2
SKN-1 inh	8	9	8	4
FAS-TE inh	-2	-2	28	10
NadD inh	0	1	12	-6
CSN inh	3	1	-6	-3
PABP1 MLLE inh	-11	0	12	-11
Neddylation inh	i	i	i	i
Rpn11 block	i	i	i	i

Assay outcomes (PubChem)
